High-throughput results: PubChem BioAssay, several laboratories
pPAFAH FP inh – pPAFAH (human) enzyme inhibition; Q13093; AID 463082; recombinant pPAFAH, FP-rhodamine probe fluorescence polarization; hit rate 1.5% among 330,000; inhibition, % at 3.39 µM;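 active = inhibition above the mean inhibition across the screen plus 3 SD, cut at about 25% in these data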;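 also: inhibitors block binding of the rhodamine activity-based probe so polarization drops; 0% = enzyme with DMSO and 100% = wells lacking pPAFAH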
Target sequence (Q13093 whole entry, looked up): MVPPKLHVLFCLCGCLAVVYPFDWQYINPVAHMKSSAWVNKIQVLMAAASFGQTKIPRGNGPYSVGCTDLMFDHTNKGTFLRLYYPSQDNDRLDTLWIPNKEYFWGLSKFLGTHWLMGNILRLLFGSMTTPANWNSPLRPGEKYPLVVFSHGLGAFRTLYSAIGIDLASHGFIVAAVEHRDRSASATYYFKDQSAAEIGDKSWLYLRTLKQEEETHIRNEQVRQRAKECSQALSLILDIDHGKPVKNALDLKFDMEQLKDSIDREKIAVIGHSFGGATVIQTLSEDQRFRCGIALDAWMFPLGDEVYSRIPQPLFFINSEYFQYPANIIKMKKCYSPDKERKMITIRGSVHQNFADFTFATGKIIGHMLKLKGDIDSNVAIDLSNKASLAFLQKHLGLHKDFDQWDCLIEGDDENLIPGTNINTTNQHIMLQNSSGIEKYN
MEX-5 binding – C. elegans MEX-5 TCR-2 RNA binding activity. Q9XUB2. MEX-5/FITC-TCR2 RNA binding, fluorescence polarization; hits give low values. activity score (negative = inhibition of binding), % at 10 µM. hit rate 0.38% among 300,000. AID 1832;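 active = inhibition past about -25% in most replicates, and total fluorescence under double the plate's negative control median, limit read from the data; inconclusive = replicates evenly split on the limit, or fluorescence at least double controls; inactive = too little inhibition in most replicates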;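 also: 0% = DMSO and -100% = 5 µM competing unlabeled TCR2 RNA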
Target sequence (Q9XUB2 whole entry, looked up): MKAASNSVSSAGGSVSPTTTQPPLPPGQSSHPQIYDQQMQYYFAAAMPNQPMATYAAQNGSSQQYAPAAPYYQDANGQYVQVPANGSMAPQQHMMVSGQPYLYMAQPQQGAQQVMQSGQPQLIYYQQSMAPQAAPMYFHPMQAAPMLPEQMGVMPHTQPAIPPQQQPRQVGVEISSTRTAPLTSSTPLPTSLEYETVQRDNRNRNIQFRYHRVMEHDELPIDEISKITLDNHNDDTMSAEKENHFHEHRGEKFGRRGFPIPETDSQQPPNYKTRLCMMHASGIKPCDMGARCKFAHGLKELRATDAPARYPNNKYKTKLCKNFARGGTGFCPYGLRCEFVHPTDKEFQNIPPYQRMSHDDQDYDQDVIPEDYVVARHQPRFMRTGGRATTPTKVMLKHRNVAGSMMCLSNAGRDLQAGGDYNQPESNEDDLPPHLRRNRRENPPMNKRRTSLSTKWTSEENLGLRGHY
PAFAH1B2 FP inh – inhibitors of human PAFAH1B2 | P68402 | recombinant PAFAH1B2, FP-rhodamine activity probe, fluorescence polarization | inhibition, % at 3.39 µM | hit rate 1.2% among 340,000 | AID 492953;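 active = inhibition above the mean of all tested compounds plus 3 SD, cut at about 24% in these data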;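 also: 0% = enzyme with DMSO and 100% = wells lacking PAFAH1B2; many of its hits are not listed in these tables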
Starred values were filed as active, the others as inactive; ? = inconclusive; · = no result given.

pPAFAH FP inh,MEX-5 binding,PAFAH1B2 FP inh,mol
·,2.0,-9,NC1CCCCC1N=Cc1c(O)n(CCc2ccc(F)cc2)c(=O)[nH]c1=O (centres undefined)
·,0.4,-2,Cc1cc(Br)c2c(c1)=C(c1sc(N3CCCCCC3)nc1O)C(=O)N=2
·,-1.8,-3,COc1ccc(CN(C)C(=O)Cc2c[nH]c3ccccc23)c(OC)c1OC
·,-1.4,1,O=C1NC(=O)c2cc([N+](=O)[O-])cc3cccc1c23
·,-3.6,2,CC1CCN(C(=O)CSc2nnc(N)s2)CC1
·,1.9,0,COc1ccc(-c2nn(CCC#N)cc2C(=O)Nc2cccc(C(=O)O)c2)cc1OC
·,0.9,0,CC(=O)CSc1nnc(-c2cnccn2)n1-c1ccccc1
·,-0.2,-2,CN[C@@H]1CC[C@H](c2ccc(Cl)c(Cl)c2)c2ccccc21
·,0.7,0,C#CCN(C(=O)c1ccc(OC)c(OC2CCN(C(C)C)CC2)c1)C1CCCCC1
·,1.1,-3,Cc1ccc(NC(=O)CNCc2cccs2)c(Br)c1
·,0.3,1,COc1ccc(CCN2CCCC(CN(C)Cc3cc(Cl)c(O)c(OC)c3)C2)cc1 (centres undefined)
·,-2.0,2,COC(=O)c1ccc(NC(=S)N2CCN(C(=O)c3ccco3)CC2)cc1
·,1.9,0,CCN(CC)CCn1c2c(c(SCC(=O)Nc3cccc(C(C)=O)c3)nc1=O)CCCC2
·,-3.0,7,CCc1ccccc1NC(=O)N1CCCc2ccccc21
·,0.3,2,CCCCc1nc2cc(C(=O)N3CCC(O)CC3)ccc2o1
·,2.5,6,CCOC(=O)COc1ccc2c(c1)c(C(C)=O)c(C)n2-c1ccccc1
·,0.6,1,CC(O)(C#CCN1CCOCC1)c1ccccc1 (centres undefined)
·,1.9,6,COc1ccc(NC(=S)NC(=O)c2cc3ccccc3o2)c(OC)c1
·,-0.4,54*,O=c1[nH]c2ccc(S(=O)(=O)Nc3ccc(Cl)cc3)cc2o1
·,-0.7,3,O=C(O)CC(CNC(=O)C1CCCN1C(=O)OCc1ccccc1)c1ccccc1 (centres undefined)
·,-0.1,0,COc1ccc(-c2n(CC(=O)OC3CC(C)CCC3C(C)C)c3ccccc3[n+]2C)cc1 (centres undefined)
·,4.1,3,CCCc1cc(=O)n2[nH]cc(-c3ccc(Cl)cc3)c2n1
·,-0.6,5,COc1ccc(-c2nn3c(=O)c(C)nnc3s2)cc1
·,-2.1,3,Clc1cccc(CNc2nc(-c3cccnc3)nc3ccccc23)c1
·,0.1,-1,CCn1c(Oc2ccccc2C)nc2c1c(=O)n(C)c(=O)n2C
·,-9.0,-3,CCN1CCN(c2nc3c(C)cccn3c(=O)c2C=C(C#N)C#N)CC1
·,-1.3,4,COc1ccc(C(=O)Nc2ccccc2C(=O)N2CCN(c3ccccc3)CC2)cc1
·,1.0,4,CC(C)CCN1C(=O)c2ccc(C(=O)Nc3cc(C(=O)O)cc(C(=O)O)c3)cc2C1=O
·,-1.1,3,CCOc1ccccc1NS(=O)(=O)c1ccc2[nH]c(=O)ccc2c1
·,-1.3,1,COc1ccccc1Cn1c(=S)[nH]c2cc(C(=O)NC(C)C)ccc2c1=O

pPAFAH FP inh,MEX-5 binding,PAFAH1B2 FP inh,mol
·,1.3,-1,Cc1ccccc1-n1c(SCC(=O)N2CCCCC2)nc(O)cc1=O
·,2.3,3,O=C(Nc1ccc(Cl)c(Cl)c1)N1CCOCC1
·,0.6,-1,O=C(NNC(=O)C1CC=CCC1)c1ccccc1Cl (centres undefined)
·,-0.8,2,COc1ccc(N2C(=O)C(F)(F)C2c2ccccc2F)cc1 (centres undefined)
·,3.5,-2,Cc1nc(-c2ccc([N+](=O)[O-])cc2)nc2[nH]ccc(=O)c12
·,0.5,1,O=C(COC(=O)c1cc(Br)ccc1O)Nc1cc(S(=O)(=O)N2CCCC2)ccc1Cl
·,-1.9,3,O=C(CCN1C(=O)C2C3CCC(C3)C2C1=O)Nc1ccc(Cl)cc1Cl (centres undefined)
·,2.7,0,CC1CCN(S(=O)(=O)c2cn(CC(=O)N3CCN(C)CC3)c(=O)c3ccccc23)CC1
·,1.2,3,COc1ccc(-n2c(SCc3cccnc3)nc3c(c2=O)SCC3)cc1OC
·,1.6,0,O=C(c1ccccc1)N1N=C(C(F)(F)F)CC1(O)c1ccccc1O (centres undefined)
·,-1.8,2,COc1ccc(Cl)cc1-n1c(=S)sc2c(=O)[nH]c(SCC(=O)NCCC(C)C)nc21
·,-2.8,3,COc1ccc(CCN2CC(C(=O)NCc3cc(C(C)C)no3)CCC2=O)cc1 (centres undefined)
·,-2.1,6,Cc1ccnc(NC(=O)CCN2C(=O)c3ccccc3S2(=O)=O)n1
·,1.9,6,CCc1ccc(NC(=O)c2cnc(SC)nc2C)cc1
·,-0.8,3,CCCn1c2ccccc2c2cnn(CC(=O)NCCCOC)c(=O)c21
·,1.4,6,c1ccc2c(c1)oc1c(N3CCN(Cc4ccc5c(c4)OCO5)CC3)ncnc12
·,-1.1,3,Cc1c(Cl)cccc1NC(=O)CCN1CCN(CCO)CC1
·,-1.6,2,O=C(c1cc(COc2ccc(F)c(F)c2)on1)N1CCSCC1
·,1.0,10,O=C(CCN1C(=O)C2C3CCC(C3)C2C1=O)OCC(=O)c1ccc(Cl)cc1 (centres undefined)
·,-0.9,21,CN(c1ccccc1C(=O)Nc1ccccc1-c1ccccc1)S(C)(=O)=O
·,-2.1,0,CCOC(=O)COn1c(=O)c(-c2ccc(Br)cc2)[n+]([O-])c2ccccc21
·,1.4,-1,COc1ccc(NC(=O)/C(C#N)=C/c2ccc(-c3ccc(Cl)c(C(=O)O)c3)o2)cc1
·,1.7,4,CC(C)CCNC(=O)CCc1nnc(COc2ccccc2)o1
·,-0.6,1,COc1ccccc1N1CCN(C(=O)C2CCC(CNS(=O)(=O)c3ccc(NC(C)=O)cc3)CC2)CC1 (centres undefined)
·,1.2,2,Cn1c(CNc2ccc(F)cc2)nc2ccccc21
·,0.9,1,CCCc1ccc(OCCNC(=O)c2ccco2)cc1
·,0.9,1,COc1cccc(-n2c(SCC(N)=O)nnc2-c2ccco2)c1
·,-1.5,7,CN1CCN(C(=O)CCCN2C(=O)/C(=C/c3cccc(Br)c3)SC2=S)CC1
·,1.2,0,O=C(NCc1ccccc1Cl)C1CCCN1C(=O)NC1CCCCC1 (centres undefined)
·,-1.4,5,CCN(CC)CCNC(=O)Cn1c(=O)c2cccn2c2ccc(F)cc21

Another view of part of the listing above.
Molecule	pPAFAH FP inh	MEX-5 binding	PAFAH1B2 FP inh
COc1ccccc1N1CCN(C(=O)C2CCC(CNS(=O)(=O)c3ccc(NC(C)=O)cc3)CC2)CC1 (centres undefined)	·	-0.6	1
Cn1c(CNc2ccc(F)cc2)nc2ccccc21	·	1.2	2
CCCc1ccc(OCCNC(=O)c2ccco2)cc1	·	0.9	1
COc1cccc(-n2c(SCC(N)=O)nnc2-c2ccco2)c1	·	0.9	1

The list continues:
pPAFAH FP inh,MEX-5 binding,PAFAH1B2 FP inh,mol
·,-1.3,3,COc1ccc(Br)cc1[C@H]1[C@H]2C=CC[C@@H](C)[C@@H]2C(=O)N1Cc1ccccc1
·,-0.8,0,COc1cccc(C(=O)N/N=C(\C)c2ccc(NC(=O)Cc3ccccc3)cc2)c1OC
·,1.1,-2,CCCc1ccc(OCc2ccc(C(=O)N/N=C/c3cccnc3)o2)cc1
·,1.6,3,C/C(=N\NC(=O)c1ccc(Cl)c(Cl)c1)c1ccccn1
·,2.8,5,COc1ccc(C2NCCc3c2[nH]c2ccccc32)cc1CN1CCc2cc(OC)c(OC)cc2C1C (centres undefined)
·,-0.3,15,CC(NC(=O)CSc1ccccc1)c1ccccc1 (centres undefined)
·,1.6,-4,COC(=O)c1c(NC(=O)c2ccc(C)o2)sc2c1CCCCC2
·,?,21,CCCCNc1ccc2c3c(cccc13)C(=O)N(CCCC)C2=O
·,-1.8,1,CCC(=O)Nc1ccc(C(=O)NNC(=O)c2ccc(Cl)cc2)cc1
·,-1.8,2,CCOc1cccc(C(=O)NC2=NCCS2)c1
·,0.7,-2,COC(C[C@@H](O)[C@H](C)[C@@H](O)COCc1ccccc1)OC
·,-2.0,1,CN(Cc1ccc(F)cc1)C(=O)c1cc(COc2ccc(-n3cncn3)cc2)on1
·,-2.2,21,Cc1c(N=C2C=CC(=O)c3ccccc32)c(=O)n(-c2ccccc2)n1C
·,0.4,3,Cc1[nH]c(-c2ccc(F)cc2)cc1C(=O)N1CCN(c2cccc(Cl)c2)CC1
·,-0.2,2,COc1cc(C(=O)OCC(C)=O)ccc1OCc1c(C)noc1C
·,-2.8,2,CCOC(=O)c1cnc2ccc(C(=O)OC)cc2c1NCCCN1CCOCC1
24,·,2,CC[C@]12c3[nH]c4cc(-c5ccco5)ccc4c3CCN1C(=O)[C@@H](CC(=O)NCc1ccc(OC)c(OC)c1)C[C@@H]2C(=O)N1CCN(C(=O)c2ccco2)CC1
4,·,5,COc1cc(C2CC(=O)Oc3ccc(C(C)(C)C)cc32)cc(OC)c1OC (centres undefined)
3,·,-3,CCN(CC)C(=O)[C@H]1C[C@H](CC(=O)NCCCN(C)C)C(=O)N2CCc3c([nH]c4ccc(Cl)cc34)[C@]12C
1,·,2,COCCCNC(=O)C[C@H]1C[C@H](C(=O)N2CCOCC2)[C@@]2(C)c3[nH]c4ccc(Cl)cc4c3CCN2C1=O
4,·,-1,COc1ccc(-c2cccc(-c3cc(=O)oc4cc5c(cc34)OCO5)c2)cc1
8,·,5,C[C@]12c3[nH]c4ccc(Cl)cc4c3CCN1C(=O)[C@@H](CC(=O)NCCN1CCOCC1)C[C@@H]2C(=O)N1CCOCC1
3,·,3,CCN1C[C@@H]2[C@@H]3C(=O)N(Cc4ccccc4)C(=O)[C@@H]3[C@](CC)(C(=O)OC)N2C1=NC
0,·,32*,O=C1N(c2ccccc2)C(c2ccccc2)C12CCCCC2 (centres undefined)
-1,·,1,Cc1cccc(-c2noc(CCC(=O)N3CCN(c4cc(C)ccc4C)CC3)n2)c1
6,·,3,O=C1c2ccccc2[C@@H]2CC(O)C(O)CCN12 (some centres undefined)
4,·,3,COc1ccc(-c2ccc(-c3cc(=O)oc4c(C(C)C)ccc(C)c34)cc2)cc1
6,·,2,O=C(COc1ccccc1)N[C@@H]1c2ccccc2CC[C@H]1OCc1ccccc1
8,·,6,CC[C@]12c3[nH]c4cc(CCC(=O)N(C)C)ccc4c3CCN1C(=O)[C@@H](CC(=O)NCc1ccco1)C[C@@H]2C(=O)N1CCN(C(=O)C2CC2)CC1
3,·,1,COC(=O)[C@H]1C[C@H](O)CN1S(=O)(=O)c1ccc(Br)cc1F

Reformatted in CSV form: part of the list above
smiles,pPAFAH FP inh,MEX-5 binding,PAFAH1B2 FP inh
O=C(CCN1C(=O)C2C3CCC(C3)C2C1=O)Nc1ccc(Cl)cc1Cl (centres undefined),·,-1.9,3
CCOC(=O)c1cnc2ccc(C(=O)OC)cc2c1NCCCN1CCOCC1,·,-2.8,2
CCOc1ccccc1NS(=O)(=O)c1ccc2[nH]c(=O)ccc2c1,·,-1.1,3
CC1CCN(S(=O)(=O)c2cn(CC(=O)N3CCN(C)CC3)c(=O)c3ccccc23)CC1,·,2.7,0

Remaining list, next part.
pPAFAH FP inh,MEX-5 binding,PAFAH1B2 FP inh,mol
4,·,1,O=C(C[C@H]1C[C@H](C(=O)N2CCCCC2)[C@@]2(CCc3ccccc3)c3[nH]c4ccc(Cl)cc4c3CCN2C1=O)NCCCn1ccnc1
-5,·,6,COc1cc(CN(CC(C)C)S(=O)(=O)c2ccccc2Br)cc(OC)c1
4,·,4,CCN1C[C@@H]2[C@@H]3C(=O)N(C)C(=O)[C@@H]3[C@](C)(C(=O)OC)N2C1=NC
11,·,5,CCOC(=O)C1=C(C2=CCCCC2)c2ccc(OC)cc2N(S(=O)(=O)C(F)(F)F)C1C(=O)OCC (centres undefined)
3,·,-1,O=C1CCC[C@@H]2CC(N3CCCCC3)C[C@@H]3CCN1[C@H]23 (some centres undefined)
14,·,1,CC[C@]12c3[nH]c4ccc(Cl)cc4c3CCN1C(=O)[C@@H](CC(=O)NC/C=C(\C)CCC=C(C)C)C[C@@H]2C(=O)N1CCN(C(=O)C2CC2)CC1
7,·,3,Cc1cccc(C2=NN(c3ccccc3)[C@H](CO)[C@H]2c2ccc(Cl)cc2)c1
3,·,2,COc1cc2c(cc1OC)[C@@H](NC(=O)C(C)C)[C@H](OCc1ccccc1)C2
5,·,2,COc1ccc2[nH]c3c(c2c1)CCN1C(=O)C(CC(=O)NCCCn2ccnc2)C[C@H](C(=O)N2CCOCC2)[C@@]31CCC1CCCC1 (some centres undefined)
12,·,-3,COc1ccc(CN2c3c(Br)cccc3C(=O)CS2(=O)=O)cc1
2,·,1,CCOC(=O)C1=CN(Cc2cccc(F)c2)S(=O)(=O)N(C)C1c1ccc2ccccc2c1 (centres undefined)
11,·,4,CC(C)(C)NC(=O)C(c1ccc(-c2ccccc2)cc1)N(C[C@H]1CC[C@@H]([C@@H]2CC[C@H](CO)O2)O1)C(=O)c1ccc(C(C)(C)C)cc1 (some centres undefined)
-1,·,2,O=C1c2ccccc2[C@@H]2C[C@H](NC34CC5CC(CC(C5)C3)C4)[C@@H](O)CCN12

An excerpt (hit frequency here may not be typical).
